Compound activity as filed in PubChem BioAssay.
Efflux pump inh – inhibitors of Candida antifungal efflux pumps expressed in yeast | S. cerevisiae Candida pump triplex, Nile Red efflux | inhibition, % at 10 µM | hit rate 0.44% among 330,000;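 active means plate passing quality check with inhibition over a set limit, or well fluorescence over plate mean plus 4 SD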;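 further: Nile Red retained in pooled yeast measured as flow cytometry median fluorescence; 0% = buffer negative control and 100% = Enniatin B positive control; higher means more Nile Red kept so more efflux inhibition; some compounds called inactive have numbers as strong as hits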
GLD-1 RNA inh – GLD-1-TGE RNA interaction inhibition (C. elegans); Q17339; purified GLD-1 + fluorescein TGE RNA, fluorescence polarization; inhibition, % at 5.96 µM; hit rate 0.44% among 320,000; AID 2280;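 active means percent inhibition above a per-plate cutoff, the plate mean of test compounds plus 3 SD, cut at about 30% in these data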;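 further: 0% = DMSO wells with GLD-1 and probe and 100% = wells lacking GLD-1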
BCLXL inh – inhibitors of human Bcl-xL; Q07817; GST-Bcl-xL / FITC-Bim BH3 peptide fluorescence polarization; inhibition, % at 10.9 µM; hit rate 0.7% among 320,000; AID 2129;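 active means inhibition above the mean of all tested compounds plus 3 SD, cutoff set per campaign, cut at about 30% in these data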;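 further: 0% = DMSO wells and 100% = unlabeled Bim-BH3 peptide competitor; inhibitors lower millipolarization by displacing the labeled peptide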
MCL1 BIM primary – MCL1-BIM-BH3 interaction inhibition (human). Q07820. GST-MCL1 / FITC-Bim-BH3 fluorescence polarization. inhibition, % at 10.9 µM. hit rate 0.68% among 320,000. AID 2057;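 active means inhibition above the mean inhibition of all tested compounds plus 3 SD, set per campaign, cut at about 40% in these data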;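 further: 0% = DMSO wells and 100% = unlabeled Bim-BH3 peptide control; higher means more loss of mP so more displacement of Bim peptide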
Target sequence (Q07820 whole entry, looked up): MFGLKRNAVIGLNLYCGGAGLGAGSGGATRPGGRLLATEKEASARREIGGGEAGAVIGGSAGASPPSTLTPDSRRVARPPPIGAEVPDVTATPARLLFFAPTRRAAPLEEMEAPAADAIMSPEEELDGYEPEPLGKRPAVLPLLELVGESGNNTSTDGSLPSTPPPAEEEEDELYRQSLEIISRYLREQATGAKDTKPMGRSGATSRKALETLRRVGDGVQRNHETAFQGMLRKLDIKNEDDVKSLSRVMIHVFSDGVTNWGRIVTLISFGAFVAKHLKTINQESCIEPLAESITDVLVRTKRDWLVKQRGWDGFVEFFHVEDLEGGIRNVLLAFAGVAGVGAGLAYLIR
PME-1 primary – blocks human protein phosphatase methylesterase 1 | recombinant PME-1, FP-Rh probe fluorescence polarization | Q9Y570 | inhibition, % at 5.9 µM | AID 2130 | hit rate 0.53% among 320,000;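 active means inhibition above the campaign mean of all compounds plus 3 SD, cut at about 26% in these data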;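 further: competitive labeling of PME-1 active site by serine hydrolase directed probe; 0% = PME-1 with DMSO and 100% = wells lacking PME-1 enzyme; inhibitors block probe labeling so polarization falls and inhibition rises; many of its hits are not listed in these tables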
Fam108B inh – Fam108B inhibition, counter-screen for RBBP9 inhibitors; AID 1947; recombinant Fam108B, FP-Rh probe fluorescence polarization; inhibition, % at 9.51 µM; hit rate 0.33% among 300,000;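 active means inhibition above the screen mean inhibition plus 3 SD, computed separately per campaign, cut at about 18% in these data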;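 further: inhibitors lower polarization as less probe binds the enzyme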
MEX-5 binding – C. elegans MEX-5 TCR-2 RNA binding activity; activity score (negative = inhibition of binding), % at 10 µM; hit rate 0.38% among 300,000; MEX-5/FITC-TCR2 RNA binding, fluorescence polarization; stronger effect = lower value;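 active means inhibition past about -25% in most replicates, and total fluorescence under double the plate's negative control median, limit read from the data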;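 further: 0% = DMSO and -100% = 5 µM competing unlabeled TCR2 RNA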
VLA-4 inh – inhibition in a human VLA-4 binding assay. P13612. inhibition, % (about 7 µM as worked out from the volumes in the protocol). hit rate 0.2% among 330,000. VLA-4 expressing cells, ligand binding flow cytometry; in the data active means inhibition above about 50%
GRK2 inh – inhibitors of human GRK2 displacing RNA aptamer; bead flow cytometry, FAM-aptamer displacement from GRK2; inhibition of aptamer binding, % at 10 µM; hit rate 0.59% among 330,000; AID 488847;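 active means inhibition of aptamer binding above 40%, roughly 3 SD of noise, on plates passing a quality check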;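 further: median bead fluorescence of bound FAM aptamer so fluorescent compounds give negative values; no value below 0 was filed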
Target sequence (P25098 whole entry, looked up): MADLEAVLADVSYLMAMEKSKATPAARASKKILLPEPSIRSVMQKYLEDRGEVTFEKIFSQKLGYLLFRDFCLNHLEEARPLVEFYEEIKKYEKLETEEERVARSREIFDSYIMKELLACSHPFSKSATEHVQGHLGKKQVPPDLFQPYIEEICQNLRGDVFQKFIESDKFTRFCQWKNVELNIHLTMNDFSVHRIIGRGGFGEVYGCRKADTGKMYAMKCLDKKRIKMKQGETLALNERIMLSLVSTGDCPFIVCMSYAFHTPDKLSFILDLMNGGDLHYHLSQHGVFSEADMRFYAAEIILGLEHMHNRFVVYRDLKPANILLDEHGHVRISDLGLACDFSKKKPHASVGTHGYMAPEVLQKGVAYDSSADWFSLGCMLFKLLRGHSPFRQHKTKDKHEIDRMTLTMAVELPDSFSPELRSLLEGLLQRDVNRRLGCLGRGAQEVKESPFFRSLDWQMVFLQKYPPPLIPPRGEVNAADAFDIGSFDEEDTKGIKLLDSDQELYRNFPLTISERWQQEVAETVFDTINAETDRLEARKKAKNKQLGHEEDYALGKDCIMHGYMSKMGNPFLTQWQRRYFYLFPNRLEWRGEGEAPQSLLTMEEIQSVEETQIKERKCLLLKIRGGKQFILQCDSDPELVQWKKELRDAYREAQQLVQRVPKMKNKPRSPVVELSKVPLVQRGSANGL
Active calls of the source: *; . = not tested or not shown. Only part of the results is shown; rates above refer to the full screens.

SMILES	Efflux pump inh	GLD-1 RNA inh	BCLXL inh	MCL1 BIM primary	PME-1 primary	Fam108B inh	MEX-5 binding	VLA-4 inh	GRK2 inh
O=C(C[n+]1ccccc1)Nc1ccccc1Br	-0.2	3	2	-6	-2	-4	1.0	-8	0
CCCOC(=O)Nc1nnc(CCC)s1	-0.1	8	-4	1	1	-5	0.7	-8	0
CC1CCN(C(=O)CSCC(=O)O)CC1	-0.1	-3	5	-2	1	5	0.7	-6	0
CC1CCN(S(=O)(=O)c2cc3c4c(c2)CCN4C(=O)CC3)CC1	0.0	0	3	6	4	-1	-2.8	29	3
CC(=O)Nc1ccc(NC(=O)C2CCCN2C(=O)NC2CCCCC2)cc1 (stereo unspecified)	0.2	-2	3	4	-2	4	1.6	10	1
O=C(COc1ccc(S(=O)(=O)NC2CCCCC2)cc1Cl)NCc1cccnc1	-0.2	7	7	10	-1	0	-1.4	-1	2
Cc1ccc(C)c(-c2csc(NC(=O)C3=COCCO3)n2)c1	-0.1	0	-13	-14	2	2	0.8	-4	1
FC(F)(F)c1ccc(/C=N/N2CCN(Cc3cccc4ccccc34)CC2)cc1	-0.2	1	-2	1	-5	-2	2.0	0	8
N#Cc1c(OCC(=O)c2ccccc2)nc2c(c1-c1ccco1)CCc1ccccc1-2	0.0	13	34*	35	1	-5	1.8	-17	2
COc1ccc(S(=O)(=O)Oc2ccc3cccc(N)c3c2)cc1	0.0	6	8	12	4	3	3.7	-5	0
Cc1ccccc1N1CCN(C2CCCN(C(=O)CCC(F)(F)F)C2)CC1 (stereo unspecified)	0.1	1	7	0	4	0	1.1	6	0
C=C(C)CNC(=S)N/N=C(\C)c1ccc(OC)cc1	0.2	1	3	6	-2	-2	-0.2	-7	2
Oc1ccc2ccccc2c1C=NC1CCCCC1	-0.1	11	8	23	-2	-1	-0.5	6	6
CCCCn1c(SC(C)C(=O)c2ccc(OC)cc2)nc2cc(S(N)(=O)=O)ccc21 (stereo unspecified)	0.0	-2	-5	-1	1	0	-0.1	8	1
CCN(CC)Cc1c(O)ccc2occ(C(=O)c3ccccc3)c12	0.0	10	5	0	4	-1	1.9	16	0
O=C(CCc1ccccc1)NNc1ccc(F)cc1	0.1	-1	2	-1	0	-2	-1.0	5	1
COc1ccc(NC(=S)N2CCN(S(=O)(=O)c3ccc(F)cc3)CC2)cc1OC	-0.1	10	2	11	2	1	0.9	-20	1
Cc1ccc(C(=O)NCC(=O)Nc2ccc(Cl)cc2)s1	-0.1	0	.	.	.	.	.	-6	0
Cc1ccc(S(=O)(=O)N2CCN(Cc3cc(C(C)C)ccc3O)CC2)cc1	0.1	-3	5	8	-9	6	1.6	2	2
CCOC(=O)c1sc(NC(=O)c2c(CC)noc2C)nc1C	-0.1	1	-1	-2	-5	.	.	2	0
COc1ccc(NS(=O)(=O)c2ccc(OCC(=O)N3CCOCC3)cc2)cc1Cl	0.6	-2	4	8	-1	2	1.5	11	3
FC(F)(F)c1cccc(CN2CCCCCC2)c1	0.0	5	2	7	0	-1	1.4	14	0
O=C(CCC(=O)N1CCN(S(=O)(=O)c2cccc(F)c2)CC1)c1cccs1	-0.1	10	-3	-6	-2	-3	-4.5	22	1
COc1ccc(C(=O)Nc2sc3c(c2C(=O)NCc2ccco2)CCCC3)cc1OC	0.3	2	2	6	5	-5	1.8	-16	4
Cc1cccc(NC(=O)CSc2nc3ccccc3c(=O)n2CC2CCCO2)c1 (stereo unspecified)	1.0	3	.	.	.	.	.	8	0
(cont.)
SMILES	Efflux pump inh	GLD-1 RNA inh	BCLXL inh	MCL1 BIM primary	PME-1 primary	Fam108B inh	MEX-5 binding	VLA-4 inh	GRK2 inh
Fc1ccccc1N1CCN(C(c2ccncc2)c2nnnn2C2CCCC2)CC1 (stereo unspecified)	0.0	5	8	8	3	0	0.5	7	53*
Cc1ccnc(SCC(=O)N2CCC(C(N)=O)CC2)n1	-0.1	5	4	3	-2	0	1.7	51*	2
COc1cc(NC(=O)CN(C)Cc2cccc(F)c2)c(C)cc1[N+](=O)[O-]	0.1	2	2	1	3	-3	-0.1	8	2
N#CC1=C(N)OC2=C(C(=O)CCC2)C1c1ccoc1 (stereo unspecified)	-0.2	2	-10	4	-2	1	-1.2	10	2
CCOc1ccc2[nH]c3nc(SCC(=O)NCC4CCCO4)nnc3c2c1 (stereo unspecified)	-0.1	-5	7	2	-1	-1	0.8	0	1
O=C(NC1CC2CCCC(C1)N2S(=O)(=O)c1ccccc1)C1CCCCC1 (stereo unspecified)	0.1	2	5	3	-3	0	2.8	28	5
COC(=O)c1ccc2[nH]c(C(C)(C)O)c(C)c2c1	0.1	16	3	-1	3	-3	2.2	10	1
Cc1cc(C)cc(NC(=S)NN)c1	-0.1	-1	3	10	2	4	1.4	9	0
COc1ccccc1OCC(=O)Nc1cc(S(=O)(=O)N2CCOCC2)ccc1N1CCCCC1	0.3	-9	.	.	.	.	.	6	3
Cc1ccc2nc(N(CCCN(C)C)C(=O)c3ccc4ncsc4c3)sc2c1	0.2	-2	4	11	2	1	1.4	-44	4
O=S(=O)(Nc1ccccc1N1CCOCC1)c1cccs1	-0.3	1	.	.	.	.	.	-8	4
Cc1nn(C)cc1CNCc1ccc(OCC(O)CN(C)Cc2ccccc2)cc1 (stereo unspecified)	-0.2	-4	2	7	-4	-1	0.4	-5	0
O=C(/C=C/c1ccc2c(c1)OCCO2)c1ccc(O)cc1	0.1	1	0	0	-3	3	-2.2	0	0
C#CCOCCOCCOCCNc1nc(N2CCN(C(=O)C([C@@H](C)CC)n3cc(C(N)COC(=O)C(F)(F)F)nn3)CC2)nc(N2CCN(C(=O)[C@H](Cc3ccc(O)cc3)n3cc(C(N)[C@H](C)CC)nn3)CC2)n1 (stereo partly specified)	0.0	3	15	11	-6	-5	-6.1	-1	0
C=CCSc1nc2sc3c(c2c(=O)n1CC=C)CCc1ccccc1-3	-0.5	1	2	13	1	-2	.	-16	0
Cc1cc(C)n2nc(C(=O)N3CCCC(Nc4ccc(C(C)C)cc4)C3)cc2n1 (stereo unspecified)	0.1	-1	-3	0	5	1	3.2	8	4
NC(=O)c1cc([N+](=O)[O-])ccc1NCc1cccc(N)c1	0.1	2	5	2	0	2	.	-20	1
CC1CN(C(=O)c2ccc([N+](=O)[O-])s2)CC(C)O1 (stereo unspecified)	-0.2	1	.	.	.	.	.	10	0
CC(=O)c1c(C)cc(C)c(CSc2ccccn2)c1C	0.6	8	-42	-38	0	-3	0.7	9	0
Cc1cc2oc(C(=O)N(Cc3ccccc3)C3CCS(=O)(=O)C3)cc(=O)c2cc1Cl (stereo unspecified)	-0.1	8	2	-3	4	6	0.8	-1	0
CC(C)Oc1cc(N)c(Cl)cc1Cl	0.2	0	2	-5	2	-5	0.4	-8	1
O=C(NCc1nc(-c2ccc(C(F)(F)F)cc2)no1)Nc1ccc(OC(F)(F)F)cc1	0.0	2	1	3	-84	-43	0.6	0	1
Cc1ccccc1-n1ncc2c(SCC(=O)NCc3cccs3)ncnc21	0.0	2	-1	-2	-4	-1	0.1	12	2
CN(C1CCCCC1)S(=O)(=O)c1ccc(C(=O)N2CCN(c3nc4ccccc4s3)CC2)cc1	0.5	-2	1	-9	0	-5	-1.8	21	0
O=C(Cc1c(F)c(F)c(F)c(F)c1F)Nc1nc(-c2ccccc2)cs1	0.1	15	0	7	-38	-13	2.1	8	3
(continued)
SMILES	Efflux pump inh	GLD-1 RNA inh	BCLXL inh	MCL1 BIM primary	PME-1 primary	Fam108B inh	MEX-5 binding	VLA-4 inh	GRK2 inh
CCc1ccc(C(=O)CSc2nnc(C)c(=O)[nH]2)cc1	0.1	-2	2	-1	-6	2	1.4	-9	3
CCCCn1c(N)c(N(CCOC)C(=O)c2cccc(S(=O)(=O)N(C)c3ccccc3)c2)c(=O)[nH]c1=O	0.0	3	-9	-5	9	2	-1.5	8	2
CCc1ccccc1NC(=O)CCCN1C(=O)c2cccnc2C1=O	0.0	6	0	3	-5	-1	1.3	8	0
COc1cc(C(=O)OCCN2CCOCC2)ccc1O	-0.1	-5	2	-1	-9	-1	-0.2	5	3
OC1(c2cccc(C(F)(F)F)c2)CCN(Cc2nnnn2Cc2ccccc2)CC1	0.1	4	5	-2	0	-2	1.0	9	93*
O=C(CCNC(=O)c1ccc(Br)cc1)NNC(=O)c1ccccc1O	-0.1	-2	5	10	2	1	-0.3	-5	3
CCOc1ccc2c(c1)nc(C)n2C	-0.1	-2	3	3	2	1	-1.4	12	1
COCC1CCN(Cc2cn[nH]c2-c2ccc(OC)c(F)c2)C1 (stereo unspecified)	0.2	-6	1	4	-9	-2	-1.7	-4	1
O=C(NN1CCOCC1)c1cc(-c2ccc(Br)cc2)nc2ccccc12	0.0	5	-3	-2	1	-3	2.5	-4	0
CCC(=O)Nc1ccc(Br)cn1	0.0	-2	3	-2	-5	-2	-0.4	-2	2
COCC1=C(C(=O)OC)C(c2ccco2)n2ncnc2N1 (stereo unspecified)	0.0	5	8	5	0	-1	1.6	9	0
CC(OC(=O)c1cccs1)C(=O)NCCc1ccccc1 (stereo unspecified)	-0.1	10	5	4	-2	-2	-1.7	4	2
CC1CCN(C(=O)CCc2nc3cc(S(=O)(=O)N(C)C)ccc3n2C)CC1	-0.2	10	-2	-4	-3	2	0.3	-12	1
O=C(CCC1COc2ccccc2O1)NC1CCCCC1 (stereo unspecified)	0.3	5	0	8	1	2	0.8	-4	2
CC1CN(C(=O)CCC(=O)NCCCc2ccccc2)c2ccccc2O1 (stereo unspecified)	-0.2	5	0	4	-7	-2	-2.3	-10	0
Cc1nc(S(=O)(=O)c2cccc(Cl)c2)nc2c1CCC2	0.2	8	0	1	-1	3	0.8	6	0
COc1cc(OC)c(C(=S)N2CCCC2)cc1OC	0.1	-1	5	11	1	2	0.3	11	7
CCC(C)(C)NC(=O)C(c1ccc(OC)cc1)N(Cc1ccc(OC)cc1)C(=O)CCC(=O)Nc1cc(C)on1 (stereo unspecified)	-0.1	8	3	2	-4	-4	-0.5	-5	0
O=[N+]([O-])c1cc(-c2cnc3ccccc3n2)ccc1Oc1ccc(F)cc1	0.0	8	2	5	2	0	-0.1	15	0
Cc1ccc(C(=O)NCCCNc2ccccc2[N+](=O)[O-])cc1	0.0	-1	6	5	-3	1	-0.3	8	0
Cc1cc(C)c2nc(-c3ccncc3)cc(C(=O)N3CCN(Cc4ccccc4Cl)CC3)c2c1	0.0	6	8	10	-2	-2	4.2	3	0
CCSCc1nnc(SCC(=O)Nc2nc(C)cs2)n1C	-0.2	9	0	2	-2	-2	-3.4	-3	0
O=C(OCC(=O)N1CCCC1)c1cc(Cl)ccc1Cl	0.0	-3	-1	0	1	0	0.3	4	0
COc1ccc(CNCc2ccc3ccccc3c2)c(OC)c1	0.1	-2	3	-1	-4	-4	2.1	13	0
COc1ccc(-n2c(SCC(=O)Nc3ccc(C(=O)O)cc3)nnc2-c2ccccc2)cc1OC	0.5	-6	-4	-11	4	0	-0.5	8	0
